Screening data as filed in PubChem.
TAAR1 agonist: human TAAR1 agonism | CHO RD-HGA16 TAAR1, Fluo-8 calcium fluorescence; vehicle wells 0%, saturating PEA agonist 100% | 360,000 compounds, 0.99% hits | Q96RJ0 | activation, % at 3 µM;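 active = activation above the mean activation of all test compounds in the run plus 3 SD, cut at about 38% in these data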
Target sequence (Q96RJ0 whole entry, looked up): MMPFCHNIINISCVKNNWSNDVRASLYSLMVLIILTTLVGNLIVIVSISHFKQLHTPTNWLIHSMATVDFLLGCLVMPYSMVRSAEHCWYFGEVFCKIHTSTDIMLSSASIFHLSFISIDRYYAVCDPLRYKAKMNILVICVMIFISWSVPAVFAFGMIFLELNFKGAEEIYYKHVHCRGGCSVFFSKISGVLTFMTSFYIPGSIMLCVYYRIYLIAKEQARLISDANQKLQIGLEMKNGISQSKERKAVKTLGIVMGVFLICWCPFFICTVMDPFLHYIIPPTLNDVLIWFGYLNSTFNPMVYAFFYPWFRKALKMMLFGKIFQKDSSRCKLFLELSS
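Signal – calcium-sensitive Fluo-8 signal, excitation 470-495, emission 515-575 nm · System – RD-HGA16 (CHO) cells co-expressing Gα16 and hTAAR1 · Incubation – 17-24 h seeding, 75 min 37 °C dye, 30 min RT · Compound dosing – 3 µM single concentration · Repeats – no replicates (n 1)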
CHRM1 PAM: positive allosteric modulators of human M1 muscarinic receptor | P11229 | CHO-K1 hM1, Fluo-8 calcium fluorescence, ACh EC20; 0% = ACh EC20, 100% = maximal ACh | activation, % at 3 µM | 360,000 compounds, 0.088% hits; in the data active = activation above about 19%, passing the limit was not always enough
Target sequence (P11229 whole entry, looked up): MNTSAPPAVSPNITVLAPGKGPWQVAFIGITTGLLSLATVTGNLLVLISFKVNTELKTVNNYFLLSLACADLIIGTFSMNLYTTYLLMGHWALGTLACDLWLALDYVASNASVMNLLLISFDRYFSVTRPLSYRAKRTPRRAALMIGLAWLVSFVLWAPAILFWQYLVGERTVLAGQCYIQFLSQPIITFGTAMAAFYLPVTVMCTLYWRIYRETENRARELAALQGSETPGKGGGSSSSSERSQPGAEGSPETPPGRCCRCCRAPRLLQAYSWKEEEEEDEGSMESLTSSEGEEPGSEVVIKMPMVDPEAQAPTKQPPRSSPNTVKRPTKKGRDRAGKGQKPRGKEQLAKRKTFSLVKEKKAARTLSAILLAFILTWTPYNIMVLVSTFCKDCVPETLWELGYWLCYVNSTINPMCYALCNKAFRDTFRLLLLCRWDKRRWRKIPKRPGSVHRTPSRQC
CHO-K1 Ca antag: M1 antagonist counterscreen hit in parental CHO-K1 cells. ATP-induced calcium, Fluo-8 fluorescence. inhibition, % at 3 µM. 360,000 compounds, 0.6% hits;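 active = inhibition above a per-plate cutoff, the plate's mean sample inhibition plus 3 SD, cut at about 24% in these data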;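 also: 0% = DMSO plus EC80 ATP and 100% = DMSO alone without ATP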
CHO parental Ca: counter-screen for OX1R antagonists: effect in parental CHO cells; parental CHO-K1, ATP-induced calcium, Fluo-8 fluorescence; AID 463079; inhibition, % at 5.6 µM; 330,000 compounds, 0.63% hits;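 active = inhibition above that plate's mean sample inhibition plus 3 SD, cut at about 26% in these data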;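 also: 0% = ATP-challenged DMSO wells and 100% = DMSO wells without ATP; some compounds past the cut are filed as inactive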
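Material: parental CHO cells / Compound: single nominal dose of 5.6 µM per compound / Signal: Fluo-8 fluorescence / Replicates: singlicate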
M1 antag: blocks human M1 muscarinic receptor; P11229; CHO-K1 hM1, Fluo-8 calcium fluorescence, ACh EC80 antagonist; inhibition, % at 3 µM; 360,000 compounds, 1.3% hits;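 active = percent inhibition above its own plate's cutoff, namely the mean of that plate's compound wells plus 3 SD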;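 also: peak over basal fluorescence ratio during 140 s after agonist addition; 0% = ACh EC80 plus DMSO and 100% = DMSO alone without agonist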
M1 ag parental: counter-screen for M1 agonists: effect in parental CHO-K1 cells; Fluo-8 calcium fluorescence; scaled to maximal ATP response, vehicle zero; activation, % at 3 µM; 360,000 compounds, 0.48% hits; in the data active = activation above about 15%;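 also: untransfected CHO-K1 host cells lacking M1 receptor as counterscreen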
CHRM1 agonist: human M1 muscarinic receptor agonism; P11229; CHO-K1 hM1, Fluo-8 calcium fluorescence, agonist mode; 0% DMSO, 100% acetylcholine EC100; activation, % at 3 µM; 360,000 compounds, 0.33% hits;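 active = activation above the run's mean compound activation plus 3 SD, cut at about 16% in these data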;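 also: peak over basal fluorescence ratio within a 140 s kinetic read after compound addition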
TAAR1 antag: human TAAR1 antagonism; AID 624466; 360,000 compounds, 1.5% hits; inhibition, % at 3 µM; Q96RJ0; CHO RD-HGA16 TAAR1, Fluo-8 calcium fluorescence, antagonist;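 active = inhibition above a per-plate cutoff, the mean inhibition of test compounds on that plate plus 3 SD, cut at about 49% in these data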;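 also: 0% = DMSO plus EC80 beta-PEA response and 100% = DMSO alone without agonist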
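Test system: CHO RD-HGA16 cells bearing hTAAR1 | Reagent: β-PEA, EC80 | Compound dosing: 3 µM, single point | Schedule: Dye loading 75 min at 37 °C, then 30 min room temperature | Signal: Calcium fluorescence with Fluo-8 | Evaluation: Percent inhibition of PEA-evoked calcium signal, max/basal emission ratio | Control set: DMSO-only wells and EC80 β-PEA-stimulated wells | Repeats: Singlicate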
CHO-K1 Ca PAM: nonselective activator or artifact in parental CHO-K1 calcium assay. ATP EC20, Fluo-8 calcium fluorescence; 0% at ATP EC20, 100% at ATP max. activation, % at 3 µM. 360,000 compounds, 0.02% hits;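 active = activation above the run cutoff, the mean activation of all test compounds plus 3 SD, cut at about 40% in these data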;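 also: peak over basal fluorescence ratio in a 140 s read after ATP addition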
Active calls of the source: *; / = not tested or not shown.

compound	TAAR1 agonist	CHRM1 PAM	CHO-K1 Ca antag	CHO parental Ca	M1 antag	M1 ag parental	CHRM1 agonist	TAAR1 antag	CHO-K1 Ca PAM
CCn1c(CNC(=O)c2cccs2)n[nH]c1=S	2	9	2	3	2	7.4	-5	-12	22
Cc1nnc(NC(=O)CCn2c(=O)oc3ccc(Cl)cc32)s1	2	11	-18	-3	-5	2.3	-1	-20	25
c1ccc(Nc2cccc3c(Nc4ccccc4)cccc23)cc1	2	-3	2	1	9	-0.2	-5	18	9
O=C(CN1C(=O)C(=O)N(Cc2ccco2)C1=O)c1c[nH]c2ccccc12	10	13	-16	-7	-19	1.6	-2	1	20
COc1cc2nc(N(CCCN(C)C)C(=O)c3ccc(S(=O)(=O)N(C)C4CCCCC4)cc3)sc2cc1OC	18	8	-2	-1	-13	5.3	-4	-13	7
NNC(=S)NCc1ccco1	-1	-9	-4	0	26	5.0	-1	-6	-1
CN(C)c1ccc(-c2csc(C(O)c3ccccc3)n2)cc1 (stereo not given)	36	-7	-6	/	-13	6.5	4	20	13
Cc1sc2ncn(CC(=O)NCCCN3CCC(C)CC3)c(=O)c2c1S(=O)(=O)N1CCC(C)CC1	-2	5	-17	-3	-5	0.7	-9	-22	5
COc1ccc(CC(=O)Nc2ccc(-c3noc(COc4ccccc4C)n3)cc2)cc1	11	10	-3	-9	-7	0.0	-2	-12	3
CCOC(=O)C1=C(C)NC(=S)NC1c1ccc(-c2ccc(Cl)cc2)o1 (stereo not given)	2	14	-4	-9	-19	0.7	-5	7	16
Cc1ccccc1-n1nnnc1SCC(=O)c1c(N)n(C)c(=O)n(C)c1=O	93*	1	2	-11	0	0.6	4	11	0
COc1cccc(CN2CC(C(=O)N3CCCCCCC3)CCC2=O)c1 (stereo not given)	1	-7	11	-9	23	0.5	0	-5	-12
Cc1ccccc1C(=O)N1CCCC(N2CCN(Cc3ccc4c(c3)OCO4)CC2)C1 (stereo not given)	4	-4	-7	-6	-4	0.8	-4	-16	7
Cc1ccc(C2=NC3(CCCC3)N=C2SCC(=O)Nc2ccc3c(c2)OCCO3)cc1	-3	0	-5	-24	-11	0.2	-6	-33	12
CCc1ccccc1NC(=O)CNC(=O)CCc1nc2sc3c(c2c(=O)[nH]1)CCCC3	1	-1	16	-19	4	-0.3	-7	-7	-21
Cc1c(C(=O)Nc2ccc(Cl)cc2)c2ccccn2c1C(=O)c1ccc([N+](=O)[O-])cc1	10	3	7	-15	-6	0.2	0	-4	-5
CCOC(=O)c1cn(-c2ccccc2)nc1-c1cccnc1	6	2	-7	-19	-5	1.1	-5	15	15
COc1ccc(CCNC(=O)Cn2c(=O)n(-c3ccc(F)cc3F)c(=O)c3sccc32)cc1OC	-1	8	-13	-16	-14	2.5	-5	-89	22
CCOc1ccc(N(C)C(=O)CCc2nnc3ccc(NCc4ccco4)nn23)cc1	4	3	-7	-9	-5	0.9	-11	-4	11
C/C(=N\NC(N)=O)c1ccccc1Cl	1	16	-1	-13	-16	0.2	-1	-12	-7
CN(CC(=O)Nc1cc(S(=O)(=O)N2CCOCC2)ccc1Cl)C1CCS(=O)(=O)C1 (stereo not given)	0	6	-1	-15	-5	-0.3	-6	2	4
COc1ccc(N2C(=O)C(CC(N)=O)N(NC(=O)CCc3ccccc3)C2=O)cc1 (stereo not given)	0	7	-13	-4	-9	0.1	-2	-10	2
Cc1ccc(-c2csc(NC(=O)c3ccno3)n2)cc1	1	1	-7	-3	7	1.0	-2	-21	15
Cc1ccc(/C=C/C(=O)NC2CCS(=O)(=O)C2)cc1 (stereo not given)	7	7	-17	-7	-3	0.4	-2	3	6
Cc1cccc(NS(=O)(=O)c2ccc(C)c(C(=O)NNC(=O)c3csc(N4CCOCC4)n3)c2)c1	6	10	-21	/	-3	0.6	-4	0	17
Cc1nn(Cc2cccc(C(=O)NN)c2)c(C)c1Cl	-1	-3	-2	-41	6	1.4	-7	14	-7
Cc1ccc(C(=O)N/C(=C/c2ccc(F)cc2)C(=O)NCc2ccncc2)cc1	5	10	-5	0	-5	1.2	-7	5	24
O=C(CCN1C(=O)c2cccc([N+](=O)[O-])c2C1=O)Nc1nccs1	0	-1	-6	-15	5	0.8	-5	-22	-5
O=C1CC(C(=O)N2CCN(c3ccccc3Cl)CC2)CN1Cc1ccccc1 (stereo not given)	3	3	-6	-13	-1	1.2	-3	16	5
O=C(CC1Nc2ccccc2NC1=O)NCCCN1CCCCCC1 (stereo not given)	0	3	-11	-6	-4	0.0	-6	-6	8
COc1ccc(-c2nc3ccc(N4CCN(C)CC4)cc3c(=O)[nH]2)cc1	6	0	-19	0	6	-0.1	-11	1	12
COCCCNC(=O)Cc1ccccc1OC	3	9	0	3	-13	-0.3	0	9	15
COc1ccc(-c2c(C)nn3c(-c4ccccc4)cc(C)nc23)cc1	-1	5	0	-7	-10	1.1	-2	-9	0
CC(OC(=O)c1cccnc1)C(=O)Nc1ccc2c(c1)OCO2 (stereo not given)	-1	7	1	-17	-5	-0.1	-1	8	-10
CCc1nc2ccc(C(=O)NCCNC(C)=O)cn2c1N(CC)Cc1cccc(Br)c1	1	1	-16	/	-13	2.2	-7	11	18
Cc1cccc(NC(=O)c2ncn3c2C(=O)N[C@@H](C)C3)c1	0	-4	-6	/	4	0.3	-2	-15	14
COC(=O)c1cccc(N(C(=O)c2cnccn2)C(C(=O)NCc2ccccc2)c2ccco2)c1 (stereo not given)	13	2	-12	-17	-3	4.0	-1	5	16
CN(C)CCCN(C(=O)c1cccc(N2C(=O)CCC2=O)c1)c1nc2cc3c(cc2s1)OCO3	0	1	-13	3	2	1.6	-3	-7	20
CCN(CC(=O)NCc1ccc(Cl)cc1)C(=O)c1sccc1C	1	7	-14	-16	-9	0.1	-6	2	18
O=C(CN1C(=O)NC2NC(=O)NC21)NC1CCCCC1 (stereo not given)	5	-3	-13	-7	4	1.6	-2	-4	-9
COC(C(=O)Nc1ccnn1C1CCN(C(=O)c2ccc(C)cc2)CC1)c1ccccc1 (stereo not given)	3	12	-19	-17	-13	1.7	-2	-17	24
Fc1cccc2sc(N3CCCC3)nc12	-1	4	-20	9	2	0.8	-5	-10	14
COC(=O)c1ccc(COC(=O)c2ccc(CS(=O)(=O)c3ccc(C)cc3)cc2)cc1	0	-10	12	0	22*	0.0	-3	-11	-2
O=[N+]([O-])c1cccc(-c2csc(Nc3ccccc3)n2)c1	1	6	-8	-8	10	-0.3	0	28	-9
Cc1ccc(C(=O)C2=C(O)C(=O)N(c3ncccn3)C2c2ccccc2F)o1 (stereo not given)	-1	4	0	-9	-11	1.2	-1	6	18
Cc1cc(S(=O)(=O)Nc2nc(CN3CCOCC3)nc3sc4c(c23)CCC4)ccc1F	1	8	-9	-16	-21	0.0	1	-11	4
CCOC(=O)N1CCN(C(=O)c2ccc3c(c2)N(Cc2ccc(F)cc2)CCS3)CC1	4	-12	2	1	9	4.6	-5	32	-9
COc1ccc(S(=O)(=O)CC(=O)Nc2nnc(C(F)(F)F)s2)cc1	-1	1	-3	-2	0	-0.4	-2	-3	-4
Cc1ccc(S(=O)(=O)N2[C@@H](c3ccc(C(C)(C)C)cc3)C(C(=O)O)=CC[C@H]2c2ccc(C(C)C)cc2)cc1	3	11	4	29	-11	0.3	-4	31	-4
COc1ccc(-n2c(C)c3c(OC)cccc(=O)c3c2C)cc1	1	4	-7	-10	-11	1.1	-6	-11	15
CCC(=O)NC(=S)Nc1ccc(NC(=O)c2ccc(OC)cc2)cc1	9	-1	4	6	1	4.5	11	-5	1
Cc1noc(C)c1CSCC(=O)Oc1ccc(N(C)S(=O)(=O)c2ccccc2)cc1	6	3	-4	-4	0	4.5	0	38	16
COc1ccccc1NS(=O)(=O)c1ccc2oc(SCc3ccc(F)cc3)nc2c1	-1	2	-4	-10	4	3.5	-9	1	10
CC(C)CCn1c(=O)c2ccccc2n2c(CN3CCOCC3)nnc12	4	5	-12	-5	-8	0.3	-4	-14	21
Cc1nc2sc3c(c2c(=O)o1)CCC3	13	13	-18	-6	-44	0.7	0	1	24
Cc1nn(C)c(C(=O)N/N=C/c2cc3c(cc2Br)OCO3)c1Br	5	-7	13	-18	13	4.3	-4	11	3
Cc1ccc(/C=C/C(=O)Nc2ncc(C)s2)o1	1	1	-4	-5	-13	0.5	-1	17	-7
CCC(CC)c1nnc(NC(=O)C2CSC3(C)CCC(=O)N23)s1 (stereo not given)	5	-2	4	-17	-4	0.1	-1	-12	-8
COC(=O)c1c(NC(=O)CC2NCCNC2=O)sc2c1CCCC2 (stereo not given)	20	4	6	-9	9	-0.1	-4	-3	7
COc1ccc(Nc2nc3ccccc3n2C)cc1	-1	-5	-1	-2	8	0.1	-10	-20	6

Next section.
compound	TAAR1 agonist	CHRM1 PAM	CHO-K1 Ca antag	CHO parental Ca	M1 antag	M1 ag parental	CHRM1 agonist	TAAR1 antag	CHO-K1 Ca PAM
O=[N+]([O-])c1cccc(C(=S)N2CCCC2)c1	1	12	-1	1	-6	0.3	-5	-9	14
COc1ccc(F)cc1S(=O)(=O)N1CCCC(C)C1 (stereo not given)	3	-9	1	-14	17	-0.1	-1	16	-7
COC(=O)c1ccc(Oc2cc(C)nc(-n3nc(C)cc3C)n2)cc1	28	0	-4	-18	1	-0.3	-6	4	-3
Cc1ccc(-c2nc(CN(C)Cc3cccc4cnccc34)c(C)o2)s1	2	-11	-14	-23	8	4.3	-5	-16	25
Nc1nc(NC2CCCCC2)nc(NCCO)c1[N+](=O)[O-]	-1	16	2	-9	-18	-0.4	0	-8	-17
CCOC(=O)C1(Cc2ccccc2)C(=O)N(CCCN(C)C)c2ccccc21 (stereo not given)	2	-15	1	-8	28	0.1	-9	-3	3
O=C(N/C(=C/c1ccc(F)cc1)C(=O)N1CCCCC1)c1ccco1	0	11	-1	-3	-18	0.7	1	1	5
O=C(c1ccccc1Nc1ccc(SC(F)F)cc1)N1CCCCCC1	6	2	-17	-33	0	0.6	-2	-1	8

Reprinted from above for reference:
compound	TAAR1 agonist	CHRM1 PAM	CHO-K1 Ca antag	CHO parental Ca	M1 antag	M1 ag parental	CHRM1 agonist	TAAR1 antag	CHO-K1 Ca PAM
CCOC(=O)C1(Cc2ccccc2)C(=O)N(CCCN(C)C)c2ccccc21 (stereo not given)	2	-15	1	-8	28	0.1	-9	-3	3
O=C(N/C(=C/c1ccc(F)cc1)C(=O)N1CCCCC1)c1ccco1	0	11	-1	-3	-18	0.7	1	1	5
O=C(c1ccccc1Nc1ccc(SC(F)F)cc1)N1CCCCCC1	6	2	-17	-33	0	0.6	-2	-1	8
